Source: PubChem BioAssay (Southern Research Specialized Biocontainment Screening Center)
H37Rv inhibition – M. tuberculosis growth inhibition, HTS (AID 449762). inhibition, % at 25 µM, or IC50 in µM where a hit was titrated. actives 0.59% (n = 330,000). M. tuberculosis H37Rv growth inhibition, 7H9 media; higher % means a stronger effect; in the data active means a potency from the dose series; inconclusive means inhibition above about 70% without an active follow-up result;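 further: bacterial growth assessed after seven days of incubation; strong numbers were not always called active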
inhibitors of VEEV – inhibitors of VEEV TC-83 cytopathic effect, confirmation, Vero cells (AID 588727); Vero cells, VEEV TC-83 cytopathic effect inhibition; higher % means a stronger effect; one-dose inhibition, % at 20 µM; IC50 in µM for titrated hits; actives 0.13% (n = 350,000); in the data active means a potency from the dose series; inconclusive means inhibition mostly from about 14% at the one dose, without a potency; inactive means the rest, 99 in 100 with inhibition below about 12%; further: strong numbers were not always called active
M. tuberculosis – growth inhibition of non-replicating M. tuberculosis (AID 488890); Mycobacterium tuberculosis non-replicating, growth inhibition; higher % means a stronger effect; inhibition, % at 25 µM; hits with a dose series show IC50 in µM; actives 0.39% (n = 320,000); in the data active means a potency from the dose series; inconclusive means inhibition mostly from about 82% at the one dose, without a potency; inactive means the rest, 99 in 100 with inhibition below about 76%;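 further: plate controls were DMSO cells for no effect and high antibiotic wells for full effect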
PhoP GFP inhibition – PhoP regulon inhibitors, Salmonella typhi PhoP promoter GFP reporter, confirmatory (AID 1850) | Salmonella Typhi PhoP-promoter GFP reporter, fluorescence, 4 h; higher % means a stronger effect | one-dose inhibition, % at 50 µM; IC50 in µM for titrated hits | actives 0.33% (n = 310,000); in the data active means a potency from the dose series; inconclusive means inhibition mostly from about 25% at the one dose, without a potency; inactive means the rest, 99 in 100 with inhibition below about 19%;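 further: 0% = induced wells with vehicle and 100% = uninduced wells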
influenza NS1A – H1N1 influenza NS1A inhibitors, functional cell based assay (AID 504329); NS1A functional cell-based assay, percent inhibition; higher % means a stronger effect; inhibition, % at 12.5 µM, or IC50 in µM where a hit was titrated; actives 0.3% (n = 340,000); in the data active means a potency from the dose series; inconclusive means inhibition above about 27% without an active follow-up result; further: strong numbers were not always called active
An asterisk follows results filed as active; i = inactive; ? = inconclusive; . = not tested or not shown.

Start of the data: the first 5 records, to show the layout:
SMILES	H37Rv inhibition	inhibitors of VEEV	M. tuberculosis	PhoP GFP inhibition	influenza NS1A
O=P(C1=C(N2CCOCC2)/C(=C\c2ccccc2)CC1)(N1CCOCC1)N1CCOCC1	2%	0.2%	5%	-4%	-4%
Cc1onc(-c2c(Cl)cccc2Cl)c1-c1nnc(-c2ccc(Cl)cc2)o1	9%	i	-5%	9%	-1%
CSc1ncccc1C(=O)OCc1ccccc1F	-3%	3.3%	25%	5%	1%
CCO[C@H]1OC(C(=O)N2CCN(Cc3ccccc3)CC2)=C[C@@H](c2ccccc2)[C@@H]1CCCO	-2%	0.9%	3%	0%	-2%
O=C1/C(=C\c2ccc(O)cc2)SC(=S)N1c1cccnc1	9%	0.2%	-2%	-6%	12%

Main list, from the start:
SMILES	H37Rv inhibition	inhibitors of VEEV	M. tuberculosis	PhoP GFP inhibition	influenza NS1A
O=P(C1=C(N2CCOCC2)/C(=C\c2ccccc2)CC1)(N1CCOCC1)N1CCOCC1	2%	0.2%	5%	-4%	-4%
Cc1onc(-c2c(Cl)cccc2Cl)c1-c1nnc(-c2ccc(Cl)cc2)o1	9%	i	-5%	9%	-1%
CSc1ncccc1C(=O)OCc1ccccc1F	-3%	3.3%	25%	5%	1%
CCO[C@H]1OC(C(=O)N2CCN(Cc3ccccc3)CC2)=C[C@@H](c2ccccc2)[C@@H]1CCCO	-2%	0.9%	3%	0%	-2%
O=C1/C(=C\c2ccc(O)cc2)SC(=S)N1c1cccnc1	9%	0.2%	-2%	-6%	12%
Cc1ccc(-c2nc(CSCC(=O)NCCN3CCN(Cc4ccccc4)CC3)c(C)o2)cc1	-19%	i	31%	1%	7%
CCCn1c(SCC(=O)Nc2cccnc2Cl)n[nH]c1=O	6%	0.2%	4%	.	-8%
O=C(N/C(=C/c1ccccc1)C(=O)N1CCCCC1)c1ccc(Br)o1	-5%	5.7%	6%	-1%	8%
COC(=O)c1ccc(S(=O)(=O)NCc2cccc(OC)c2)n1C	8%	1.7%	1%	1%	-2%
Cc1cc(NC(=O)c2cc(-c3ccccc3)on2)n(-c2ccccc2)n1	5%	0.5%	-3%	-9%	-6%
O=C1NC(=Nc2ccccc2)S/C1=C/c1cccnc1	3%	2.6%	12%	-3%	-10%
Cc1ccc(S(=O)(=O)/N=C2\C=C(NS(=O)(=O)c3ccccc3)C(=O)c3ccccc32)cc1	.	5.1%	.	.	8%
CC(=O)Nc1ccc(S(=O)(=O)N2CCCC2C(=O)O)cc1 (stereo unspecified)	6%	i	-5%	-12%	-3%
CCN1C(=O)c2ccc(C(=O)Nc3cccc(C(=O)O)c3)cc2C1=O	-3%	0.3%	-2%	9%	-4%
CCOC(=O)Cc1cc(=O)n2[nH]c(C)c(-c3ccccc3)c2n1	-1%	0.3%	24%	-6%	-2%
CCS(=O)(=O)N1N=C(c2cccc(NS(C)(=O)=O)c2)CC1c1ccc(C)cc1 (stereo unspecified)	8%	0.7%	4%	-12%	1%
CN(C)CCCNC(=O)C1(O)c2cc(Br)ccc2NC(=O)N1c1ccc(Cl)cc1 (stereo unspecified)	0%	i	-5%	10%	-26%
O=c1sc2ccccc2n1CCOc1ccccc1	-2%	i	-9%	3%	-4%
O=C(Cn1cnc2ccccc2c1=O)Nc1ccc2c(c1)OCCO2	2%	i	-2%	-1%	-19%
CCC(C)Sc1nc2ccccc2n1CC(=O)O (stereo unspecified)	-9%	i	-1%	12%	-8%
CC(=O)c1ccc(C(=O)N2CCC(CO)(Cc3cccc(C(F)(F)F)c3)CC2)cc1	2%	1.4%	20%	-3%	-9%
Cc1cccc(/C=N/NC(=O)Cn2nc(C)cc2C)n1	-2%	0.3%	-8%	-5%	15%
COC(=O)C(F)(F)Sc1c(C)[nH]c2ccccc12	0%	1.4%	12%	-1%	2%
CCOCCn1c(COc2ccc(C)cc2)nc2ccccc21	-6%	0.4%	39%	-6%	-6%
O=C(N/N=C/c1cc(Br)cc(Cl)c1O)c1ccc2c(c1)OCO2	-13%	12%	<0.1µM*	10%	0%
SMILES	H37Rv inhibition	inhibitors of VEEV	M. tuberculosis	PhoP GFP inhibition	influenza NS1A
COc1ccc(/C=C/C(=O)Nc2ccc(-c3nnc4n3CCCCC4)cc2)c(OC)c1	1%	8.9%	21%	5%	-7%
COc1cc(-c2nnc(COC(=O)c3ccc(C)o3)o2)cc(OC)c1OC	3%	1.4%	-7%	.	-14%
Cc1ccc(-c2csc(Cc3nc(-c4ccc5c(c4)CCC(=O)N5)cs3)n2)cc1	9%	1.9%	35%	8%	1%
COC(=O)CCC(=O)OC1(C)C(=O)C=C2C=C(C3CC3)N(C3CCCCC3)C=C2C1=O (stereo unspecified)	8%	1.7%	45%	5%	5%
C[C@@H]1C=C(C(=O)NC2CC2)O[C@H](OCc2ccc(CO)cc2)C1	6%	2.3%	-9%	0%	-14%
COc1cc2oc(=O)cc(-c3ccc(-c4ccc(OC(F)(F)F)cc4)cc3)c2c(OC)c1OC	.	0.6%	.	.	-26%
Cc1nn(Cc2ccc(Cl)c(Cl)c2)c(C)c1NC(=O)c1cn(-c2ccccc2)nc1-c1ccccc1	14%	7.2%	-4%	0%	14%
COc1ccc(C(=O)NCC(c2cccnc2)N2CCN(c3ccc(F)cc3)CC2)cc1OC (stereo unspecified)	-6%	i	11%	0%	0%
CCCCCN(C(=O)CCC(=O)OCC(=O)N1CCCCC1CC)c1c(N)n(CCCC)c(=O)[nH]c1=O (stereo unspecified)	.	0.6%	.	.	-7%
COC(=O)C1=C(O)/C(=C\c2ccc(OCC(=O)Nc3ccc(OC)cc3)cc2)N=C1C	3%	0.2%	-5%	9%	1%
CC1CCN(c2ccc(NC(=O)c3ccc(Br)o3)cc2)CC1	1%	2.8%	27%	-11%	-4%
CC(C(=O)NCCc1nc2ccccc2[nH]1)n1cc([N+](=O)[O-])cn1 (stereo unspecified)	-11%	0.7%	-12%	-3%	-5%
C[C@H](O)[C@@H]1C(=O)N2CCc3ccc(N4CCOCC4)cc3[C@@H]2C[C@@H]1N(C)C(=O)Nc1ccccc1	.	i	.	.	18%
CCOC(=O)c1c(NC(=O)c2c(C(=O)O)cccc2[N+](=O)[O-])sc(C)c1C	-4%	1.4%	-10%	-2%	0%
COc1ccccc1Nc1nc(N)nc(CN2CCN(Cc3ccc4c(c3)OCO4)CC2)n1	1%	0.4%	60%	0%	0%
CC(C(=O)OCC(=O)c1ccc([N+](=O)[O-])cc1)N1C(=O)C2C3CCC(C3)C2C1=O (stereo unspecified)	2%	1.1%	15%	1%	-14%
CC1CCN(CC(=O)Nc2ccccc2C(=O)c2ccccc2)CC1	12%	i	8%	-6%	4%
CCn1nnc(NC(=O)COc2ccc(C3CCCCC3)cc2)n1	?	1.0%	1.5µM*	-8%	-3%
O=C(/C=C/c1ccccc1Br)c1ccc2c(c1)OCO2	14%	3.9%	48%	-6%	13%
CNc1ccc(C(=O)OCC(=O)NC(=O)NC2CCCCC2)cc1[N+](=O)[O-]	-8%	1.3%	-7%	.	-10%
COc1ccccc1OCCCc1c(C)n[nH]c1C	0%	2.7%	16%	-5%	-6%
O=C(NCc1ccc(Cl)cc1)c1cc(=O)nc2sc(-c3ccccc3)nn12	-2%	3.6%	-10%	0%	5%
CCCC(C)NC(=O)c1ccc(-c2ccccc2)cc1 (stereo unspecified)	5%	.	-1%	-6%	.
O=C(c1ccc(S(=O)(=O)Nc2ccccc2)cc1)N1CCCCCCC1	-23%	1.7%	11%	-9%	22%
Cc1c(Nc2cc(N3CCCCCC3)c3nonc3c2[N+](=O)[O-])c(=O)n(-c2ccccc2)n1C	-3%	2.7%	1%	4%	2%
SMILES	H37Rv inhibition	inhibitors of VEEV	M. tuberculosis	PhoP GFP inhibition	influenza NS1A
Cc1ccc(S(=O)(=O)NN2C(=O)/C(=C/c3ccccn3)SC2=S)cc1	6%	7.5%	16%	-6%	-6%
COc1ccc(Cl)cc1NC(=O)CN(C)CC(=O)Nc1cc(OC)c(OC)c(OC)c1	5%	9.2%	27%	4%	-5%
O=C(COC(=O)c1ccccc1C(=O)c1ccccc1)NCc1ccc(F)cc1	0%	0.1%	.	-3%	6%
CSc1nc(N)nc(N(C)C)n1	-2%	i	-10%	5%	-2%
O=C(CC1C[C@H](C(=O)N2CCCCC2)[C@@]2(CCc3ccccc3)c3[nH]c4ccccc4c3CCN2C1=O)NCc1ccco1 (stereo partly specified)	7%	7.5%	13%	.	4%
O=C(O)c1ccc(-n2nncc2-c2ccccc2)cc1	-12%	i	-12%	2%	14%
Cc1ccc2nc(N3CCN(C(=O)c4ccc(F)cc4)CC3)c(C#N)cc2c1	-7%	3.4%	-3%	5%	-22%
CCOc1ccc(Nc2cc(C)c3ccccc3n2)cc1	?	1.6%	79%	11%	-18%
CCCCNC(=S)Nc1cc(S(=O)(=O)N2CCCCC2)ccc1C	-1%	0.1%	?	-7%	-1%
NC(=O)CN1C(=O)C2CCCCN2C(=O)c2ccccc21 (stereo unspecified)	1%	0.8%	8%	-9%	8%
CC(=O)NC(Cc1cc(C)ccc1C)C(=O)N1CCN(C(=O)c2ccc([N+](=O)[O-])cc2)CC1 (stereo unspecified)	-3%	0.1%	-20%	9%	-3%
Clc1cccc(Cl)c1/C=N\Nc1nccs1	64%	i	40%	-8%	6%
Cn1c(/C=C/c2ccc(Br)cc2)nc2ccccc2c1=O	3%	i	-8%	-4%	-2%
O=C(/C=C/c1ccc(Cl)cc1)Nc1nccs1	.	2.2%	.	.	10%
C=CCn1c(/N=C/c2ccc(OC)cc2)nc2ccccc21	-4%	i	-3%	-1%	-21%
O=C(Nc1ccccc1)c1ccc2nc(-c3ccco3)c(-c3ccco3)nc2c1	9%	4.2%	-13%	0%	8%
COC(=O)C1=C[C@@H](C(=O)OC)[C@@H]2C3=C(C(=O)C2(C)C)[C@H](C)n2c(=O)n(-c4ccccc4)c(=O)n2[C@@H]3C1	1%	0.2%	-1%	-5%	13%
Cc1ccc(-c2nn(CCC#N)cc2C=C(C#N)C#N)cc1	4%	i	18%	7%	8%
CN1C(=O)C(C(=O)Nc2ccccc2F)c2ccccc21 (stereo unspecified)	0%	1.1%	1%	-5%	-3%
O=C(CN1C(=O)NC2(CCCC2)C1=O)N1CCN(c2ccccc2O)CC1	-4%	1.1%	5%	3%	3%
CCOC(=O)CSc1nc2ccccc2c(=O)n1-c1ccc(C(=O)NCCOC)cc1	-9%	0.7%	-3%	-6%	-6%
O=C(OCC(O)CN1CCCCC1)C12CC3CC(CC(C3)C1)C2 (stereo unspecified)	-7%	i	-11%	-11%	0%
CCOC(=O)C1CCCN(c2c(NCCCN(CC)c3cccc(C)c3)c(=O)c2=O)C1 (stereo unspecified)	-7%	4.8%	24%	0%	0%
COc1ccc(N=Cc2c(O)n(-c3ccc(C)cc3)c(=O)[nH]c2=O)cc1	?	1.6%	-10%	-2%	.
COC(=O)NCCOC(=O)N(O)c1ccc(Br)cc1	-5%	0.2%	29%	-10%	-3%
SMILES	H37Rv inhibition	inhibitors of VEEV	M. tuberculosis	PhoP GFP inhibition	influenza NS1A
O=C(COc1ccc2c(c1)OCO2)NC12CC3CC(CC(C3)C1)C2	?	2.2%	74%	-3%	8%
Cc1ccc(/C=C/C(=O)N2CCN(c3ncccn3)CC2)o1	1%	i	-2%	4%	11%
Cc1nc2ccc(NC(=O)N3CCCCC3)cc2s1	-7%	2.2%	10%	3%	-1%
CCOc1cc(/C=N/n2cnnc2)c(Br)cc1O	-8%	1.9%	1%	10%	-4%
O=C(c1ccc(COc2ccc(F)cc2)o1)n1cc(Br)cn1	-8%	6.4%	?	-3%	5%
COc1ccc(C)cc1NC(=O)CSc1nc(SC)ns1	16%	9.2%	70%	-8%	6%
COc1ccc(CC(=O)c2ccc(OC)c(OC)c2)cc1	1%	1.6%	7%	-7%	2%
CCOc1ccccc1NC(=O)c1ccccc1NC(=O)c1ccco1	-5%	1.1%	-9%	-6%	-17%
O=C(c1cc(=O)[nH]c2ccccc12)N1CCN(S(=O)(=O)c2ccc3ccccc3c2)CC1	1%	7.1%	0%	-29%	-5%
Cn1c(Cc2ccccc2)nnc1SCc1ccc(C(=O)O)cc1	-16%	1.1%	.	-4%	-4%
O=C(COC(=O)c1ccccc1Cl)NCc1ccco1	1%	1.2%	41%	.	-2%
Cc1ccc(S(=O)(=O)NCC(=O)N2CCN(S(=O)(=O)c3ccc(Cl)cc3)CC2)cc1C	1%	1.1%	2%	-2%	-15%

Record cards (already shown). Order of screens: H37Rv inhibition | inhibitors of VEEV | M. tuberculosis | PhoP GFP inhibition | influenza NS1A
Entry for Cn1c(Cc2ccccc2)nnc1SCc1ccc(C(=O)O)cc1 : -16% | 1.1% | . | -4% | -4%
Entry for CCOc1cc(/C=N/n2cnnc2)c(Br)cc1O : -8% | 1.9% | 1% | 10% | -4%
